SV40 large T antigen: TAg ATPase/helicase activity blockers – biochemical (AID 1903) | SV40 large T antigen ATPase/helicase inhibition assay; higher % means a stronger effect | one-dose inhibition, % at 20 µM; IC50 in µM for titrated hits | 310,000 tested, 0.39% active; in the data active = a potency from the dose series; inconclusive = inhibition mostly from about 32% at the one dose, without a potency; inactive = the rest, 99 in 100 with inhibition below about 32%; note: strong numbers were not always called active
Ins promoter up: MIN6 insulin promoter up-regulation | MIN6 insulin promoter-GFP reporter, high-content imaging; hits give high values | z-score at 5 µM | 190,000 tested, 0.3% active | AID 1625;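 active = z-score above 3 at 5 µM with at least 500 cells counted in the well; inconclusive = wells under 500 cells, flagged as cytotoxic or low count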
Salmonella PhoP GFP: PhoP-dependent GFP reporter repression – Salmonella Typhimurium, primary screen (AID 1863) | S. Typhimurium PhoP-regulated promoter GFP reporter, 4 h; higher % means a stronger effect | one-dose inhibition, % at 50 µM; IC50 in µM for titrated hits | 300,000 tested, 0.16% active;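 active = inhibition over 29.93%, a cutoff 3 SD above the screen mean, later confirmed by dose response; inconclusive = inhibition over 29.93% but no dose response follow-up; inactive = inhibition at most 29.93% or unconfirmed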;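 note: 0% = low Mg2+ inducing control and 100% = high Mg2+ repressing control; strong numbers were not always called active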
RSV CPE inhibition: inhibition of RSV-induced cytopathic effect – HEp-2 cells, primary 10 µM value included (AID 2391); HEp-2 cells, RSV-induced CPE inhibition; higher % means a stronger effect; CPE inhibition, % at 10 µM; hits with a dose series show IC50 in µM; 310,000 tested, 0.13% active; in the data active = a potency from the dose series; inconclusive = CPE inhibition mostly from about 23% at the one dose, without a potency; inactive = the rest, 99 in 100 with CPE inhibition below about 21%; note: strong numbers were not always called active
West Nile virus CPE: inhibition of WNV-induced cytopathic effect – cell-based, CPE readout (AID 1621) | West Nile virus-infected cells, CPE inhibition; higher % means a stronger effect | one-dose CPE inhibition, % at 10 µM; IC50 in µM for titrated hits | 290,000 tested, 0.02% active; in the data active = a potency from the dose series; inconclusive = CPE inhibition mostly from about 3.7% at the one dose, without a potency; inactive = the rest, 99 in 100 with CPE inhibition below about 2.2%; note: strong numbers were not always called active
PMI inhibition: MPI inhibition at elevated mannose 6-phosphate – biochemical, fluorescence intensity, high mannose 6-phosphate, primary screen (AID 1220); recombinant PMI enzyme, coupled fluorescence intensity; higher % means a stronger effect; one-dose inhibition, % at 20 µM; IC50 in µM for titrated hits; 190,000 tested, 0.66% active
PMI inhibitors: inhibitors of human PMI, primary screen, biochemical, fluorescence intensity, coupled assay (AID 1209); purified PMI enzyme, coupled fluorescence intensity; higher % means a stronger effect; inhibition, % at 20 µM, or IC50 in µM where a hit was titrated; 190,000 tested, 0.42% active;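 note: plate controls were DMSO vehicle for no effect and wells lacking substrate for full effect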
CSM14.1 death rescue: rescue of cells from ER stress-induced death, primary screen, 384-well, CSM14.1, thapsigargin, ATP luminescence (AID 1222) | CSM14.1 thapsigargin-induced death rescue, ATP luminescence; higher % means a stronger effect | cellular ATP content (survival), % at 20 µM; hits with a dose series show EC50 in µM | 190,000 tested, under 10 active;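 active = EC50 below 50 µM in the dose-response confirmation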;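 note: death triggered by thapsigargin at about 15 µM added after 2 h compound pretreatment; cell ATP read after overnight thapsigargin exposure of roughly 18 to 22 hours; normalized against plate controls of thapsigargin alone and 5% DMSO vehicle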
TNAP activators: human TNAP enzyme activators, primary screen, biochemical, luminescent, no phosphate acceptor, uHTS (AID 1001) | purified TNAP, luminescent activation assay, no phosphate acceptor; higher activation fold means a stronger effect | activation fold at 20 µM; hits with a dose series show EC50 in µM | 200,000 tested, 0.03% active; in the data active = activation fold from about 3, or a potency from the dose series; inactive = the rest, 99 in 100 with activation fold below about 1.6; note: many of its hits are not listed in these tables
Ins promoter up cell count: recorded beside Ins promoter up, whose call it bears; cell count; measured here: cytotoxicity, nuclei count;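 total cells summed across four imaged fields per well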
Starred values were filed as active, the others as inactive; ? = inconclusive; nt = not tested or not shown. Cut-off read from the data, not from the text of the source, unless noted: active = inhibition above about 50%; inactive = the rest.

structure	SV40 large T antigen	Ins promoter up	Ins promoter up cell count	Salmonella PhoP GFP	RSV CPE inhibition	West Nile virus CPE	PMI inhibition	PMI inhibitors	CSM14.1 death rescue	TNAP activators
O=C(NNC(=O)C1CC(c2cccnc2)=NO1)Nc1cccc(F)c1 (stereo not given)	2%	0.69	1557	1%	2.4%	nt	-5%	-7%	-1.5%	1.3
COC(=O)c1c(Cc2ccccc2Cl)c[nH]c1C	4%	0.51	1475	6%	6.1%	-1.1%	3%	0%	11%	1.1
CCOc1ccc2ccccc2c1C(=O)N1CCOCC1	18%	0.9	1203	-8%	3.4%	-0.4%	2%	3%	nt	1.2
CN(C)c1ccc(NC(=S)NCC2CCCO2)cc1 (stereo not given)	14µM*	nt	nt	6%	-0.4%	1.1%	1%	9%	2.2%	1
COc1ccc(CCNC(=O)CSc2nncs2)cc1	48%	-1.2	1093	-5%	1.1%	0.4%	-7%	-3%	-1.7%	1.1
O=C(CCC1CCCN(C(=O)COc2ccccc2)C1)N1CCN(c2ccccn2)CC1 (stereo not given)	6%	-0.06	1439	6%	11%	-1.4%	5%	10%	2.1%	1
Cc1ccn2c(c1)nc(=S)n2C(=O)c1ccco1	12%	0.75	1461	7%	1.2%	0.4%	-14%	-7%	-11%	1.1
CC(C)OCCCNC(=O)CN1C(=O)c2cccc3cccc1c23	-2%	nt	nt	-1%	-0.1%	0.2%	nt	nt	nt	nt
CCOC(=O)c1ccc(NC(=O)CCNC(=O)c2ccc([N+](=O)[O-])cc2)cc1	8%	1.2	1177	0%	2.4%	-0.4%	2%	14%	-0.8%	1.1
Cc1cccc(C)c1NC(=O)CSc1nnc(NC(=O)C2CC2)s1	11%	nt	nt	-5%	9.2%	-0.1%	nt	nt	nt	nt
CCOC(=O)c1sc(N)c(C(=O)OCC)c1C	2%	-0.52	1017	-5%	3.7%	0.2%	nt	nt	nt	nt
COCCC(=O)Nc1ccc2c(c1)CN(C(=O)CCOC)CC2	23%	-0.19	1445	-8%	0.8%	0.5%	5%	8%	0.5%	1
O=C(Nc1ccccc1O)/C(=C\c1ccccc1)NC(=O)c1ccccc1	6%	-0.33	1349	0%	1.6%	0.2%	3%	3%	0.7%	1.1
CSc1ccccc1C(=O)OCC(=O)NC1CCS(=O)(=O)C1 (stereo not given)	7%	-0.07	1483	7%	0.6%	0.5%	-13%	-12%	0.3%	1.1
CCOC(=O)c1nc(Nc2ccc(C)cc2)c2ccccc2n1	-3%	nt	nt	-2%	2.7%	0.0%	-4%	2%	0.8%	1.2
COc1ccc(CC2(C)OC(c3ccc([N+](=O)[O-])cc3)=NN2C(C)=O)cc1 (stereo not given)	15%	-0.43	1457	-14%	0.6%	-0.1%	nt	nt	nt	nt
Nc1nc(-c2ccccc2)cc(-c2ccccc2O)n1	9%	0.08	1525	5%	-2.0%	0.3%	11%	-7%	-1.2%	0.9
COc1cc(/C=N/NC(=O)c2sc(N)c(C#N)c2C)ccc1O	19%	-0.01	1295	-6%	-2.8%	0.2%	6%	13%	-2.4%	1.1
CCn1c(Cc2ccccc2)nnc1SCc1nc2ccccc2c(=O)[nH]1	9%	0.04	1761	0%	0.2%	-0.3%	0%	1%	4.7%	1
O=c1c(-c2ccccc2)n[nH]c2ccccc12	12%	0.69	1108	6%	3.9%	-0.3%	0%	-4%	-2.6%	1.1
COC(=O)C1=C(O)/C(=C/c2ccc(OCC(=O)Nc3ccccc3)cc2)N=C1C	4%	nt	nt	-2%	1.4%	-0.1%	nt	nt	nt	nt
CC1CC(C)(C)N(C(=O)CN2CCN(C)CC2)c2ccccc21 (stereo not given)	-10%	nt	nt	0%	-0.4%	0.4%	nt	nt	nt	nt
Cc1ccc(/C=N/NC(=S)Nc2cccc(S(=O)(=O)N(C)C)c2)o1	14%	-0.38	1038	8%	-0.8%	0.3%	nt	nt	nt	nt
CCc1cc(C(=O)N2CCCC(CCC(=O)N3CCN(c4ccccn4)CC3)C2)no1 (stereo not given)	nt	-0.25	1479	nt	2.6%	-0.1%	0%	6%	8.5%	1
O=C(Oc1ccccc1-c1nnco1)c1ccc(Cl)cc1	3%	0.21	1201	-9%	1.2%	0.0%	-11%	-7%	-2.5%	1.1
CCCNC(=O)c1cc(Cl)c(NC(=O)C2=CSCCO2)cc1OC	10%	nt	nt	-5%	4.8%	0.9%	nt	nt	nt	nt
COC(=O)c1ccc(Cl)c(NC(=O)CN(c2ccc(OC)c(OC)c2)S(C)(=O)=O)c1	8%	-0.28	1379	-7%	2.2%	0.2%	-6%	-2%	-1.2%	1.1
CSc1ccccc1NC(=O)c1cc2ncc(Br)cn2n1	1%	-0.54	1638	4%	0.5%	0.8%	3%	1%	1.2%	1.1
Cc1cccnc1CCNCc1c(C(=O)N2C[C@@H](C)O[C@@H](C)C2)nc2ccc(Cl)cn12	-8%	nt	nt	0%	-0.7%	0.0%	nt	nt	nt	nt
COc1ccc2cc(Br)ccc2c1CC(=O)NC1CC(C)(C)NC(C)(C)C1	12%	nt	nt	-1%	4.0%	29%	-4%	-3%	-2.4%	1.1
COc1ccc(NC(=O)CCCc2ccccc2)c(OC)c1	8%	nt	nt	-5%	4.2%	0.5%	nt	nt	nt	nt
COc1ccc(NC(=O)NCCCN2CCc3ccccc3C2)cc1	4%	-0.74	1983	11%	-2.1%	1.0%	6%	14%	-0.9%	1.1
CCOC(=O)C1CCN(C(=O)Nc2cccc(Cl)c2)CC1	-1%	nt	nt	-1%	1.9%	0.2%	1%	6%	-2.5%	1.1
Cc1cc(C(=O)Nc2ccc(S(=O)(=O)N3CCCC3)cc2)no1	9%	-0.25	1579	3%	-1.4%	0.1%	-10%	-5%	-0.3%	1.1
CCOc1ccc(NC(=O)COC(=O)c2ncc(Cl)c(Cl)c2Cl)cc1	5%	0.86	1207	0%	0.1%	0.3%	-11%	-6%	-4.5%	1.1
Cc1ccc(-n2[nH]c(C)c(/C=N/NC(=O)c3cccc([N+](=O)[O-])c3)c2=O)cc1C	2%	0.35	1369	-14%	1.6%	?	2%	7%	-5.8%	1.4
CC(C)(C)c1nnc(NC(=O)Nc2ccc(Cl)cc2)s1	7%	-0.6	927	1%	7.4%	-0.2%	nt	nt	nt	nt
O=C(NCCc1ccccn1)c1nc(Cn2cc([N+](=O)[O-])cn2)no1	10%	nt	nt	-2%	1.6%	-0.4%	nt	nt	nt	nt
COC(=O)C1=C(C)N(CC2CC2)C(=NCCN2CCOCC2)N[C@H]1c1ccccc1	30%	nt	nt	-8%	0.5%	-0.5%	nt	nt	nt	nt
CCN(C(=O)c1ccccc1F)c1nc(-c2ccc(OC)cc2)cs1	7%	nt	nt	-3%	6.4%	-1.4%	nt	nt	nt	nt
CCN(CC)C(=O)CN1C(=O)c2cccc3cccc1c23	16%	nt	nt	6%	0.7%	0.5%	nt	nt	nt	nt
COc1ccc(C(=O)N2CCC(C(=O)c3ccc(F)cc3)CC2)cc1	5%	nt	nt	3%	15%	-1.7%	6%	8%	0.0%	1
CC(C)(C)n1cnc2cc(NCc3cccs3)ccc21	7%	-0.96	1319	5%	2.8%	-0.4%	23%	11%	0.5%	1
N#Cc1cccc(NC(=S)Nc2ccccc2)c1	4%	0.83	1375	2%	8.2%	0.4%	13%	11%	-0.2%	1
C/C(=N\OCC(=O)NC(C)C)c1cccs1	4%	-0.76	1251	1%	0.3%	0.7%	-13%	-13%	0.2%	1
COCCCNC(=O)/C(C#N)=C/c1c(N2CCN(C)CC2)nc2c(C)cccn2c1=O	-2%	nt	nt	1%	1.4%	0.5%	nt	nt	nt	nt
COC(=O)N1CCN(c2ccc(C)cc2)C(C)C1 (stereo not given)	4%	0.23	1480	2%	1.5%	-0.2%	12%	10%	0.3%	1.1
CCOC(=O)N/N=C/c1ccc(Oc2ccccc2)cc1	6%	-0.03	1169	-7%	nt	0.8%	1%	0%	13%	1.1
CCCCCC(=O)Nc1cc(S(=O)(=O)N2CCOCC2)ccc1N1CCN(C)CC1	13%	nt	nt	6%	0.5%	-0.1%	nt	nt	nt	nt
COc1ccc(CN2CCc3ccccc3C2)cc1Br	4%	nt	nt	1%	0.1%	-1.0%	nt	nt	nt	nt
O=C(COC(=O)C1CC1)NC(=O)NCc1ccccc1	6%	-0.09	1373	-1%	1.4%	-0.4%	-10%	-8%	-1.3%	1.1
O=C(Nc1nc(-c2ccc3ccccc3c2)cs1)c1ccc(N2C(=O)CCC2=O)cc1	0%	0.61	1310	-13%	3.1%	nt	-7%	-2%	-3.2%	1.1
Cn1ccnc1SCC(=O)NC1CCCCC1	2%	0.75	1280	13%	0.1%	0.0%	-20%	-14%	-1.9%	1
COc1ccccc1CC(=O)Nc1cccc(C(=O)NN2C(=O)c3ccccc3C2=O)c1	-4%	1.5	1550	7%	2.0%	0.1%	16%	20%	-0.7%	1

In a second layout: results already given.
The line under a structure holds: SV40 large T antigen, Ins promoter up, Ins promoter up cell count, Salmonella PhoP GFP, RSV CPE inhibition, West Nile virus CPE, PMI inhibition, PMI inhibitors, CSM14.1 death rescue, TNAP activators
- COC(=O)c1c(Cc2ccccc2Cl)c[nH]c1C
 : 4%, 0.51, 1475, 6%, 6.1%, -1.1%, 3%, 0%, 11%, 1.1
- CCOc1ccc2ccccc2c1C(=O)N1CCOCC1
 : 18%, 0.9, 1203, -8%, 3.4%, -0.4%, 2%, 3%, nt, 1.2
- CN(C)c1ccc(NC(=S)NCC2CCCO2)cc1 (stereo not given)
 : 14µM*, nt, nt, 6%, -0.4%, 1.1%, 1%, 9%, 2.2%, 1
- COc1ccc(CCNC(=O)CSc2nncs2)cc1
 : 48%, -1.2, 1093, -5%, 1.1%, 0.4%, -7%, -3%, -1.7%, 1.1
- O=C(CCC1CCCN(C(=O)COc2ccccc2)C1)N1CCN(c2ccccn2)CC1 (stereo not given)
 : 6%, -0.06, 1439, 6%, 11%, -1.4%, 5%, 10%, 2.1%, 1
- Cc1ccn2c(c1)nc(=S)n2C(=O)c1ccco1
 : 12%, 0.75, 1461, 7%, 1.2%, 0.4%, -14%, -7%, -11%, 1.1
- CC(C)OCCCNC(=O)CN1C(=O)c2cccc3cccc1c23
 : -2%, nt, nt, -1%, -0.1%, 0.2%, nt, nt, nt, nt
- CCOC(=O)c1ccc(NC(=O)CCNC(=O)c2ccc([N+](=O)[O-])cc2)cc1
 : 8%, 1.2, 1177, 0%, 2.4%, -0.4%, 2%, 14%, -0.8%, 1.1
- Cc1cccc(C)c1NC(=O)CSc1nnc(NC(=O)C2CC2)s1
 : 11%, nt, nt, -5%, 9.2%, -0.1%, nt, nt, nt, nt
